Compound activity as filed in PubChem.
M4 antag: blocks acetylcholine activation of human M4 receptor. P08173. CHO-hM4 cells, ACh EC80, Fluo-8 calcium fluorescence. inhibition, % at 3 µM. hit rate 0.73% among 360,000;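 active = inhibition above its plate's cutoff, the mean inhibition of sample wells plus 3 SD, cut at about 27% in these data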;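 note: 0% = acetylcholine EC80 with DMSO and 100% = DMSO without agonist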
Target sequence (P08173 whole entry, looked up): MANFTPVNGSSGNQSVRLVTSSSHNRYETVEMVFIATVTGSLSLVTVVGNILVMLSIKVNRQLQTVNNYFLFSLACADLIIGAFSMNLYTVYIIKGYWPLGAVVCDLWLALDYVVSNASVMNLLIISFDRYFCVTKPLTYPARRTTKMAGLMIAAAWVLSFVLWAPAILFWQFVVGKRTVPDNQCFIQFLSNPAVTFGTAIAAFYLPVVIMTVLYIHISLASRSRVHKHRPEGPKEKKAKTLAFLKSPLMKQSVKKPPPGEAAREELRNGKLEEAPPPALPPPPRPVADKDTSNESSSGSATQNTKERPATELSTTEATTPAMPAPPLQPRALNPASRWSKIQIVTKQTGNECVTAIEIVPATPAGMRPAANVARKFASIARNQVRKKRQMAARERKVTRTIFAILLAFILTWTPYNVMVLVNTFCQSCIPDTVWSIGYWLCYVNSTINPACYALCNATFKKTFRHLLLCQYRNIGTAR
M5 antag: CHRM5 antagonism in calcium assay | P08912 | hit rate 0.59% among 360,000 | inhibition, % at 3 µM | CHO-hM5 cells, Fluo-8 calcium fluorescence, ACh EC80;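 active = inhibition above a per-plate cutoff, the mean of that plate's test compounds plus 3 SD, cut at about 27% in these data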;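 note: 0% = acetylcholine EC80 with DMSO and 100% = DMSO without agonist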
M4 ag: agonists of human muscarinic M4 receptor (CHRM4); hit rate 0.14% among 360,000; P08173; CHO-K1 hM4/Gqi5, Fluo-8 calcium fluorescence; vehicle 0%, full acetylcholine response 100%; activation, % at 3 µM;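 active = activation above the run mean over all test wells plus 3 SD, cut at about 32% in these data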;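 note: peak over basal fluorescence ratio per well then scaled between controls; 0% = DMSO wells and 100% = acetylcholine at EC100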
CHRM1 agonist: human M1 muscarinic receptor agonism. activation, % at 3 µM. hit rate 0.33% among 360,000. P11229. CHO-K1 hM1, Fluo-8 calcium fluorescence, agonist mode; 0% DMSO, 100% acetylcholine EC100;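 active = activation above the run's mean compound activation plus 3 SD, cut at about 16% in these data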;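 note: peak over basal fluorescence ratio within a 140 s kinetic read after compound addition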
TAAR1 agonist: human TAAR1 agonism; CHO RD-HGA16 TAAR1, Fluo-8 calcium fluorescence; vehicle wells 0%, saturating PEA agonist 100%; AID 624467; hit rate 0.99% among 360,000; activation, % at 3 µM;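 active = activation above the mean activation of all test compounds in the run plus 3 SD, cut at about 38% in these data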
Target sequence (Q96RJ0 whole entry, looked up): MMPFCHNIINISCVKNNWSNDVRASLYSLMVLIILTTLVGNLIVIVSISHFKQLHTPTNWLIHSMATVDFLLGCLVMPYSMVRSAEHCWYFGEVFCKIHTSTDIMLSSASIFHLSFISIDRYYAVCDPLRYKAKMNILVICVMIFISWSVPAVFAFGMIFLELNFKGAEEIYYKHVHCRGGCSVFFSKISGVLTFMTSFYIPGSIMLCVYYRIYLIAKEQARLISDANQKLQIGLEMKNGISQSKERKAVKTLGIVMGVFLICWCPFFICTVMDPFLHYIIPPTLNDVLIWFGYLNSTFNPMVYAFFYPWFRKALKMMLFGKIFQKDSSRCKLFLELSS
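Test system: RD-HGA16 (CHO) cells co-expressing Gα16 and hTAAR1; dosing: one-point dosing at 3 µM (nominal); timing: 17-24 h seeding, 75 min 37 °C dye, 30 min RT; signal: kinetic Fluo-8 calcium fluorescence; read-out basis: % activation relative to PEA EC100 response; controls: DMSO and PEA EC100; replicates: n 1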
CHRM5 PAM: CHRM5 positive allosteric modulation; CHO-K1 hM5, Fluo-8 calcium, ACh EC20 PAM; 0% = ACh EC20, 100% = ACh EC100; P08912; activation, % at 3 µM; hit rate 0.3% among 360,000; AID 624038;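 active = activation above the run cutoff, the mean activation of all test compounds plus 3 SD, cut at about 18% in these data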
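Probe or stimulus: acetylcholine, EC20 level; Assay system: human M5 receptor in CHO-K1 cells; Schedule: compound preincubation 140 s before EC20 acetylcholine addition; Technique: intracellular calcium via Fluo-8 fluorescence; Dosing: single-point, 3 µM nominal; Read-out basis: percent activation from peak-over-basal fluorescence ratio, scaled EC20-to-EC100 acetylcholine; Repeats: one well per compound, no replicates.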
M5 ag: agonists of human muscarinic M5 receptor (CHRM5); P08912; CHO-K1 hM5 cells, Fluo-8 calcium fluorescence; 0% DMSO wells, 100% maximal acetylcholine response; activation, % at 3 µM; hit rate 0.19% among 360,000; AID 624037;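 active = activation above the run's mean over test compounds plus 3 SD, cut at about 23% in these data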;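 note: signal is peak over basal fluorescence ratio across the kinetic read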
CHRM1 PAM: human CHRM1 positive allosteric modulation; CHO-K1 hM1, Fluo-8 calcium fluorescence, ACh EC20; 0% = ACh EC20, 100% = maximal ACh; activation, % at 3 µM; hit rate 0.088% among 360,000; AID 588819; in the data active = activation above about 19%, passing the limit was not always enough
CHRM1 antagonist: blocks human M1 muscarinic receptor | P11229 | CHO-K1 hM1, Fluo-8 calcium fluorescence, ACh EC80 antagonist | inhibition, % at 3 µM | hit rate 1.3% among 360,000 | AID 588852;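 active = percent inhibition above its own plate's cutoff, namely the mean of that plate's compound wells plus 3 SD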;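 note: peak over basal fluorescence ratio during 140 s after agonist addition; 0% = ACh EC80 plus DMSO and 100% = DMSO alone without agonist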
Active calls of the source: *; / = no result given. This is a subset; the hit share may differ from the screen's.

Field names – A = M4 antag; B = M5 antag; C = M4 ag; D = CHRM1 agonist; E = TAAR1 agonist; F = CHRM5 PAM; G = M5 ag; H = CHRM1 PAM; I = CHRM1 antagonist
CN(C)c1cc(-c2cccc([N+](=O)[O-])c2)oc(=O)c1Cl
  A: 7	B: 4	C: 3	D: -1	E: 7	F: 0	G: 3	H: 13	I: -9

O=C(Nc1cc2cccc([N+](=O)[O-])c2oc1=O)c1cccs1
  A: 3	B: 1	C: 1	D: -5	E: 1	F: -1	G: 0	H: -1	I: -2

COC(=O)CCN(C(=O)c1cc([N+](=O)[O-])cc([N+](=O)[O-])c1)c1ccccn1
  A: 1	B: -21	C: 1	D: -5	E: 14	F: -1	G: -3	H: -5	I: 6

Cc1ccc(CNC(=O)c2ccc(Cn3cc(-c4ccc(C)cc4)nc3-c3ccncc3)cc2)cc1
  A: 10	B: 13	C: 3	D: -9	E: 22	F: -5	G: -6	H: 3	I: -5

O=C1C=CC2C(c3ccc4c(c3)OCO4)CC1N2Cc1ccccc1 (stereo unspecified)
  A: -1	B: 4	C: 0	D: 2	E: 0	F: -5	G: 0	H: 9	I: -10

c1ccc(COc2cccc(-c3cc4nc(NCc5ccc6c(c5)OCO6)ccn4n3)c2)cc1
  A: -5	B: 7	C: 4	D: -2	E: 1	F: -3	G: 1	H: 3	I: -6

CC(C)(/C=N/NC(=O)CSCc1ccccc1Cl)CCC#N
  A: 5	B: -9	C: 1	D: -4	E: 2	F: 6	G: 1	H: 5	I: -6

Cc1ccc(S(=O)(=O)NC(C)C(=O)Nc2ccccc2C(=O)N2CCCC2)cc1 (stereo unspecified)
  A: -2	B: 0	C: 2	D: 0	E: 0	F: -2	G: 1	H: 9	I: -10

CCc1nn(CC(=O)N2CCN(c3cc(C)ccc3C)CC2)c(=O)c2cc3occc3n12
  A: -3	B: -11	C: 1	D: -1	E: 0	F: 5	G: -2	H: 12	I: -13

CN(C)S(=O)(=O)c1cc(NC(=O)COC(=O)CCSc2ccc(Cl)cc2)ccc1Cl
  A: 1	B: 0	C: 9	D: -7	E: 1	F: -5	G: 3	H: -3	I: -3

O=S(=O)(NC1CC1)c1ccc(S(=O)(=O)N(Cc2ccccn2)C2CCCC2)cc1
  A: 2	B: 6	C: 1	D: -8	E: 17	F: -7	G: -5	H: -6	I: 3

Cc1cc(C)c(OCC(O)CN2CCN(C(=O)c3ccccc3)CC2)c(C)c1 (stereo unspecified)
  A: 4	B: 16	C: 0	D: -7	E: -1	F: -3	G: -4	H: -4	I: 5

Cn1c(CNC(=O)c2ccco2)nnc1SCC(=O)c1ccc(Br)cc1
  A: -9	B: 9	C: 2	D: -7	E: 0	F: -3	G: -2	H: 2	I: -5

Cc1ccc(NCc2nnc(SCC(=O)Nc3ccccc3)n2CC2CCCO2)c(C)c1 (stereo unspecified)
  A: -10	B: 1	C: 2	D: -5	E: 12	F: 3	G: -2	H: 5	I: 0

COc1ccc(CNC(C)C23CC4CC(CC(C4)C2)C3)c(OC)c1OC (stereo unspecified)
  A: 4	B: 2	C: 6	D: -8	E: 4	F: 9	G: -5	H: -6	I: -2

CC1(C)OC(=O)C(=NNc2ccccc2[N+](=O)[O-])C(=O)O1
  A: -1	B: -3	C: 0	D: -4	E: 1	F: 6	G: 2	H: 10	I: -15

CN(C[C@H](Cc1ccccc1)N(C[C@H](Cc1ccccc1)N(CCc1cc(C(F)(F)F)cc(C(F)(F)F)c1)N=O)N=O)N=O
  A: 0	B: 5	C: 0	D: -1	E: 2	F: 5	G: 3	H: -3	I: 4

COc1ccc(NC(=O)c2ccc(OC)cc2)cc1
  A: 3	B: -4	C: 1	D: -3	E: 8	F: 2	G: 1	H: 13	I: -7

O=C1[C@H]2[C@@H](c3ccc(F)cc3)N3C(=O)N(c4cccc(Cl)c4)C(=O)[C@@]3(Cc3ccc(Cl)cc3)[C@H]2C(=O)N1C1CCCCC1
  A: 3	B: -3	C: 0	D: -2	E: 3	F: 7	G: 5	H: 6	I: -8

Cc1cc(NC(=O)CSc2sc3c(O)cc(=O)[nH]c3c2C#N)ccc1Br
  A: 5	B: 2	C: 0	D: -3	E: 0	F: -7	G: -1	H: 2	I: -6

COc1ccc(-n2nc([N+](=O)[O-])c(=NCCCN3CCCC3=O)n2O)cc1
  A: 3	B: 2	C: 0	D: -3	E: 1	F: -2	G: 3	H: 7	I: -6

Cc1ccsc1C(=O)OCc1nnc(-c2ccccc2)o1
  A: 11	B: 8	C: 2	D: -3	E: 15	F: -9	G: -1	H: -4	I: 9

OC1(c2ccc3ccccc3c2)CCN(Cc2ccccc2)C1 (stereo unspecified)
  A: -3	B: -2	C: 4	D: -2	E: /	F: -5	G: -9	H: -1	I: -27

CCOC(=O)Cc1csc(NC(=O)Cc2ccccc2)n1
  A: 4	B: 11	C: 1	D: -1	E: 0	F: 2	G: 0	H: 12	I: -13

COC(=O)c1ccc(COc2ccc(C)c(C)c2)o1
  A: 0	B: 6	C: 1	D: -3	E: 5	F: -1	G: -6	H: 3	I: -6

O=C(Cc1ccc(NC(=O)C2CCCN(C(=O)C3CCCC3)C2)cc1)Nc1cccc(C(=O)N2CCCC2)c1 (stereo unspecified)
  A: 2	B: 5	C: -2	D: -6	E: -1	F: 0	G: 0	H: 2	I: -3

NC(=S)N=Nc1c(O)n(Cc2ccc(Br)cc2)c2ccccc12
  A: -11	B: -1	C: 1	D: 0	E: 0	F: -2	G: 1	H: 4	I: -6

O=C(Nc1cccc(C(F)(F)F)c1)c1cccnc1N1CCOCC1
  A: -9	B: -3	C: 0	D: -9	E: 13	F: -3	G: -2	H: 11	I: -1

Copied from the results shown, 10 compounds:
Field names – A = M4 antag; B = M5 antag; C = M4 ag; D = CHRM1 agonist; E = TAAR1 agonist; F = CHRM5 PAM; G = M5 ag; H = CHRM1 PAM; I = CHRM1 antagonist
CC1(C)OC(=O)C(=NNc2ccccc2[N+](=O)[O-])C(=O)O1
  A: -1	B: -3	C: 0	D: -4	E: 1	F: 6	G: 2	H: 10	I: -15

CN(C[C@H](Cc1ccccc1)N(C[C@H](Cc1ccccc1)N(CCc1cc(C(F)(F)F)cc(C(F)(F)F)c1)N=O)N=O)N=O
  A: 0	B: 5	C: 0	D: -1	E: 2	F: 5	G: 3	H: -3	I: 4

COc1ccc(NC(=O)c2ccc(OC)cc2)cc1
  A: 3	B: -4	C: 1	D: -3	E: 8	F: 2	G: 1	H: 13	I: -7

O=C1[C@H]2[C@@H](c3ccc(F)cc3)N3C(=O)N(c4cccc(Cl)c4)C(=O)[C@@]3(Cc3ccc(Cl)cc3)[C@H]2C(=O)N1C1CCCCC1
  A: 3	B: -3	C: 0	D: -2	E: 3	F: 7	G: 5	H: 6	I: -8

Cc1cc(NC(=O)CSc2sc3c(O)cc(=O)[nH]c3c2C#N)ccc1Br
  A: 5	B: 2	C: 0	D: -3	E: 0	F: -7	G: -1	H: 2	I: -6

COc1ccc(-n2nc([N+](=O)[O-])c(=NCCCN3CCCC3=O)n2O)cc1
  A: 3	B: 2	C: 0	D: -3	E: 1	F: -2	G: 3	H: 7	I: -6

Cc1ccsc1C(=O)OCc1nnc(-c2ccccc2)o1
  A: 11	B: 8	C: 2	D: -3	E: 15	F: -9	G: -1	H: -4	I: 9

OC1(c2ccc3ccccc3c2)CCN(Cc2ccccc2)C1 (stereo unspecified)
  A: -3	B: -2	C: 4	D: -2	E: /	F: -5	G: -9	H: -1	I: -27

CCOC(=O)Cc1csc(NC(=O)Cc2ccccc2)n1
  A: 4	B: 11	C: 1	D: -1	E: 0	F: 2	G: 0	H: 12	I: -13

COC(=O)c1ccc(COc2ccc(C)c(C)c2)o1
  A: 0	B: 6	C: 1	D: -3	E: 5	F: -1	G: -6	H: 3	I: -6
